# Compound activity: PubChem BioAssay, several laboratories
# PrPC TRFRET: reduces human prion protein on the cell surface; AID 720596; inhibition, % at 13.8 µM; P04156; cell surface PrPC, TR-FRET read-out; actives 0.43% (n = 370,000); in the data active = inhibition above about 24%; also: 0% = median of the test wells and 100% = reference compound wells
# CCHFV vOTU inh: CCHFV vOTU protease inhibition | inhibition, % at 11.5 µM | actives 0.55% (n = 370,000) | Pep-AMC fluorescence; in the data active = inhibition above about 30%; also: 0% = vehicle wells with enzyme and 100% = no enzyme wells
# MazEF act: MazEF (E. coli) toxin RNase activation | P0AE70 | FAM/BHQ RNA-DNA oligo cleavage fluorescence, 5 h | activation, % at 20 µM | actives 0.32% (n = 350,000); in the data active = activation above about 50%
# BoNT-A LC inh2: inhibitors of Botulinum neurotoxin A light chain protease; multiplex microsphere protease substrate cleavage, flow cytometry; inhibition, % at 10 µM; actives 0.17% (n = 360,000); AID 588499; also: plate controls were buffer without enzyme for full effect and enzyme alone for no effect
# BoNT F protease: inhibitors of Botulinum neurotoxin F light chain protease; Multiplex microsphere protease cleavage assay, flow cytometry; inhibition, % at 10 µM; actives 0.22% (n = 360,000); AID 588497; in the data active = inhibition above about 35%, passing the limit was not always enough; inconclusive = no clear call, values can overlap the other calls; also: plate controls were buffer without enzyme for full effect and enzyme alone for no effect
# 3CLpro inhibitor: SARS-CoV 3CLpro protease inhibition; P0C6X7; recombinant SARS-CoV 3CLpro, quenched FRET peptide cleavage; inhibition, % at 6 µM; actives 0.14% (n = 290,000); in the data active = inhibition above about 12%
# SSB-PriA inh: inhibitors of Klebsiella pneumoniae PriA binding to SSB C-terminal tail. AID 1272365. inhibition, % at 33 µM. actives 0.6% (n = 430,000). AlphaScreen SSBct-PriA binding, biotinylated peptide; in the data active = inhibition mostly above about 37%, no sharp cut-off; inactive = mostly below about 20%;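 also: plate controls were negative control peptide for no effect and reference peptide for full effect; strong numbers were not always called active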
# Anthrax LF inh2: inhibitors of Bacillus anthracis lethal factor protease; P15917; multiplex microsphere protease cleavage assay, LF; inhibition, % at 10 µM; actives 0.12% (n = 360,000); also: plate controls were buffer without enzyme for full effect and enzyme alone for no effect
# Target sequence (P15917 whole entry, looked up): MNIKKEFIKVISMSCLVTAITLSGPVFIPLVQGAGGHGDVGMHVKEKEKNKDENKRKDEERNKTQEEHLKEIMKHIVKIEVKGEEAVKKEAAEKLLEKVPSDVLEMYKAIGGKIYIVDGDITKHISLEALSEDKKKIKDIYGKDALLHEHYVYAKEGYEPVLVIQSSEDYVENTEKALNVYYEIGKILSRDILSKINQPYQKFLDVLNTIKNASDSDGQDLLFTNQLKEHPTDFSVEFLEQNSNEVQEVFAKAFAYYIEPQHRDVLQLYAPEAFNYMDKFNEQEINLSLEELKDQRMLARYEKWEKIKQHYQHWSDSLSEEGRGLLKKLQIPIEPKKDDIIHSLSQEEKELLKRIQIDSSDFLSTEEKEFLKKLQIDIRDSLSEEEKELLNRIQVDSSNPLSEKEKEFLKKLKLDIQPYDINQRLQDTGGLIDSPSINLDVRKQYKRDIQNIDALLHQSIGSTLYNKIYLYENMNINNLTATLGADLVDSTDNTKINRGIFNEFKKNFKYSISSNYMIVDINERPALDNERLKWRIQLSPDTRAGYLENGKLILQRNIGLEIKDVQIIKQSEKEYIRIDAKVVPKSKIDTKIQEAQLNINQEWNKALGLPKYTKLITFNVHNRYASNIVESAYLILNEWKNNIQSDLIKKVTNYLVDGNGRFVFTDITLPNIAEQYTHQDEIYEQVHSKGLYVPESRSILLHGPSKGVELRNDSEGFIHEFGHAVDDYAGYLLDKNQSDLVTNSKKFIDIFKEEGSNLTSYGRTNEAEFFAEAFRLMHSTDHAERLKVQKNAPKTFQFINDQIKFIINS
# VHR inh abs: inhibitors of human VHR1 phosphatase (DUSP3); recombinant VHR phosphatase, pNPP absorbance; AID 1654; actives 0.52% (n = 290,000); inhibition, % at 13.3 µM; P51452; in the data active = inhibition above about 50%; also: some compounds called inactive have numbers as strong as hits
# Target sequence (P51452 whole entry, looked up): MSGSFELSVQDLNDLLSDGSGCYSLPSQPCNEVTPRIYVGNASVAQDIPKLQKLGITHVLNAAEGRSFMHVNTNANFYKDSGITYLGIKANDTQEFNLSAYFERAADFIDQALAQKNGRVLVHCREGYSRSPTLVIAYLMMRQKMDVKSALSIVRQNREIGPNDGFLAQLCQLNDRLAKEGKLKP
# Rv3671c protease: Rv3671c (M. tuberculosis) protease inhibition; P9WHR9; inhibition, % at 5.96 µM; actives 0.048% (n = 320,000); AID 2606; in the data active = inhibition above about 38%;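 also: extracellular domain of Rv3671c used as enzyme; 0% = enzyme with DMSO and 100% = no enzyme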
# An asterisk follows results filed as active; i = inactive; u = inconclusive; x = not tested or not shown; & = joins results of further samples. Rule as the data show it, unless noted: active = inhibition above about 30%; inconclusive = no clear call, values can overlap the other calls; inactive = below that.
SMILES,PrPC TRFRET,CCHFV vOTU inh,MazEF act,BoNT-A LC inh2,BoNT F protease,3CLpro inhibitor,SSB-PriA inh,Anthrax LF inh2,VHR inh abs,Rv3671c protease
COc1ccc(CN2C(=O)C(O)(CC(=O)c3ccc4c(c3)OCO4)c3ccccc32)cc1OC (centres undefined),-2,-5,5,5.1,4,3,11,-4,12,-2
FC(F)Sc1nnc(-c2cccs2)n1-c1ccccc1,-4,5,-2,1.3,1,-5,5,2,1,5
Cc1cc(NC(=O)CSc2nc3ccccc3c(=O)n2C(C)c2ccccc2)no1 (centres undefined),2,10,2,-0.2,-9,3,-6,2,26,-17
CCOc1cc(C)c(Cl)cc1S(=O)(=O)NCC1CCCO1 (centres undefined),1,9,8,-0.1,0,1,-13&-14,0,7,4
C[C@H]1CN=C(N(C)C)N1CC1CCC(C(C)(C)C)CC1 (some centres undefined),7,-6,10,-1.0,-2,x,-4,4,x,-5
O=C(COC(=O)c1cnc(Cl)c(Cl)c1)NCc1cccs1,2,9,10,2.5,15,2,-6,13,-22,-5
CC(C)Cn1c(SCC(=O)O)nnc1-c1cccc(S(=O)(=O)N2CCOCC2)c1,-2,15,-2,-0.3,-7,x,-10,-9,x,2
CCSc1ccc(C(=O)Nc2ccc(Br)cn2)cc1[N+](=O)[O-],-6,6,-2,-5.8,12,3,-9,-6,-3,-8
O=C1c2ccccc2C(=O)N1OCc1ccc(Cl)cc1,-1,7,4,0.3,5,3,-9,-3,12,1
Cc1ccc(SCc2cn3c(C)cc(C)nc3n2)cc1,-3,-6,9,-0.1,1,-2,-2,-6,9,-3
Cc1ccc(-n2nnc3c(=O)n(CC(=O)OCc4ccccc4)cnc32)cc1,-1,-9,-19,-0.6,-9,-10,-2,1,2,-12
Cc1noc(C)c1C(=O)N1CCC1(C)C(=O)NS(=O)(=O)c1cccc(OC(F)F)c1 (centres undefined),-5,-8,x,-0.3,-4,x,x,1,x,x
CC(C)(C)C(=O)Nc1cc(NC(=O)C(C)(C)C)cc(C(=O)NNC(=O)c2ccncc2)c1,0,-11,1,-1.2,-33,1,0,-6,1,-9
COc1cc(NC(=O)CCC2CCCC2)cc(-n2cnnn2)c1,14,23,-5,0.3,-4,-3,7,-1,-2,-3
O=C(O)c1ccc(NS(=O)(=O)c2ccc3c(c2)OCCO3)cc1,6,-2,8,0.1,-1,x,-8,-1,42,-8
Cc1cc(C)c(S(=O)(=O)NCc2cccs2)cc1C,4,11,5,-0.2,2,-2,-13,8,13,-10
Oc1ccc(-c2nnc(SCC3CCCCC3)o2)cc1,-3,7,-8,-1.0,-8,1,-1,-2,8,-6
Cc1ccc(OC(C)C(=O)Nc2cccc(S(=O)(=O)N3CCCCCC3)c2)cc1 (centres undefined),10,17,-2,0.1,4,x,x,-4,x,x
O=C(/C=C/c1ccc(Cl)cc1)N1CCN(c2ccccc2[N+](=O)[O-])CC1,-13,16,1,-0.6,-7,0,45,-2,-4,-8
Cc1cc(NC(=O)CSc2ncc(CO)n2Cc2ccc(F)cc2)no1,-3,-2,9,0.8,-3,-3,6,-1,-14,-1
O=C(Nc1ccon1)c1ccc(S(=O)(=O)N2CCCCCC2)cc1,2,11,9,0.3,1,2,-16,0,-16,11
O=c1oc([C@@H](O)c2ccccc2)cc2ccccc12,5,1,7,0.0,-2,x,-3,-7,x,1
COC(=O)CCC(=O)N1CCC(CCC(=O)NCc2ccc(F)cc2)CC1,-2,8,0,-3.6,15,1,-4,8,2,x
Cc1noc(C)c1C(=O)OCC(=O)c1c(N)n(CC(C)C)c(=O)n(C)c1=O,-5,-37,5,0.9,0,-1,-4,0,32,-6
c1ccn(-c2ncnc3sc4c(c23)CCCC4)c1,0,5,11,-0.1,-6,6,-4,-2,15,-6
O=c1[nH]c(=S)[nH]c2c1C(c1cc([N+](=O)[O-])c(N3CCOCC3)cc1N1CCOCC1)O2 (centres undefined),4,1,10,-2.2,-7,3,-3,-1,15,-2
Fc1ccc(CNC(=S)NCc2cccc(Cl)c2)cc1,1,4,11,-3.3,-1,-3,-14,1,1,-11
O=C(NCc1ccccn1)c1ccc(OC2CCN(Cc3ccccc3O)CC2)cc1,-3,4,-1,0.4,2,-2,-13,-1,24,-2
CNC(=O)/C(C#N)=C/c1c(N2CCCCCC2)nc2ccccn2c1=O,-8,-12,6,-0.3,19,2,-9,2,5,-4
Cc1ccc(OCC(=O)N(C)CCc2ccccn2)cc1,-2,-6,-6,u,1,2,-21,-2,15,-4
COc1ccc(-n2c(C)cc(C=O)c2C)cc1Cl,0,9,3,0.0,-14,0,11,-3,1,1
O=C(NCc1ccco1)/C(=C/c1ccccc1F)NC(=O)c1ccccc1,-11,5,-4,2.3,-5,4,5,-2,4,2
CCOc1ccccc1NC1=C(OC)C(=O)C(Nc2ccccc2OCC)=C(OC)C1=O,-5,-6,11,0.1,-4,x,1,-7,x,x
COc1ccc(OC)c(NC(=O)COC(=O)CC2CCCCC2)c1,6,15,1,-0.3,1,x,-4,-1,x,-4
COCCNC(=O)C(c1ccc(C)cc1)N(CCOC)C(=O)CCC(=O)Nc1nccs1 (centres undefined),0,2,3,-6.0,-7,-1,-5,0,4,-1
N#CC(C(=O)Nc1ccc(Cl)cc1)=C1Nc2ccccc2N1,-2,-1,-1,-0.4,-1,-1,-7,-1,17,8
Cc1ccc[n+](-c2nc3ccccc3nc2C(=C=[N-])C#N)c1,-20&-10,9&7,0&8,-0.7&0.6,-4&6,-5&-5,12,-8&7,17&5,4&-4
Cc1nn(CCC#N)c2c1P(=S)(N1CCCC1)OC(c1ccc(F)cc1)=N2 (centres undefined),6,1,-2,u,-10,0,-2,-2,11,-6
Cn1c(NNC(=O)c2c(F)cccc2F)cc(=O)n(C)c1=O,-5,-7,5,-0.3,4,5,7,-4,2,16
COc1ccc(S(=O)(=O)Nc2cccc(-c3ccc4nncn4n3)c2)cc1,9,8,8,-3.3,1,x,2&-13&11,1,x,4

# One compound at a time (already shown). Screens in order: PrPC TRFRET	CCHFV vOTU inh	MazEF act	BoNT-A LC inh2	BoNT F protease	3CLpro inhibitor	SSB-PriA inh	Anthrax LF inh2	VHR inh abs	Rv3671c protease
# COCCNC(=O)C(c1ccc(C)cc1)N(CCOC)C(=O)CCC(=O)Nc1nccs1 (centres undefined) across the screens: 0	2	3	-6.0	-7	-1	-5	0	4	-1
# N#CC(C(=O)Nc1ccc(Cl)cc1)=C1Nc2ccccc2N1 across the screens: -2	-1	-1	-0.4	-1	-1	-7	-1	17	8
# COC(=O)CCC(=O)N1CCC(CCC(=O)NCc2ccc(F)cc2)CC1 across the screens: -2	8	0	-3.6	15	1	-4	8	2	x
# c1ccn(-c2ncnc3sc4c(c23)CCCC4)c1 across the screens: 0	5	11	-0.1	-6	6	-4	-2	15	-6
# Cc1ccc[n+](-c2nc3ccccc3nc2C(=C=[N-])C#N)c1 across the screens: -20&-10	9&7	0&8	-0.7&0.6	-4&6	-5&-5	12	-8&7	17&5	4&-4

# Additional structures follow:
SMILES,PrPC TRFRET,CCHFV vOTU inh,MazEF act,BoNT-A LC inh2,BoNT F protease,3CLpro inhibitor,SSB-PriA inh,Anthrax LF inh2,VHR inh abs,Rv3671c protease
COc1cc(O)c(CC=C(C)C)c(O)c1C(=O)CCc1ccc(O)cc1,3,8,12,-0.6,-10,x,-3,-5,18,-67
CC(C)CC(NC(=O)C(NC(=O)C1OC2OC(C)(C)OC2C2OC(C)(C)OC12)C(C)C)C(=O)O (centres undefined),-3,-2,8,-1.0,0,4,-13,-3,0,0
C=CCNC(=S)N1CCN(Cc2ccccc2)CC1,6,3,-8,0.6,7,4,-15,0,7,-5
CCc1ccccc1NC(=O)c1ccc(CN2CCC(Cc3ccccc3)CC2)cc1,-4,11,-3,0.3,-3,-2,8,-2,5,-10
Cc1ccccc1C(=O)Nc1sc(C)c(C)c1C(=O)c1ccccc1,0,3,6,0.4,1,1,-3,-11,22,-6
Cc1c(C(=O)C(=O)NCC2CCCO2)c2ccccc2n1C (centres undefined),-7,-5,5,-1.3,-3,-2,-1,0,23,6
Cc1sc(NC(=O)Cc2ccc3c(c2)OCO3)nc1-c1ccc2c(c1)CCN2C(=O)c1ccc(F)cc1,7,-9,4,-1.0,-24,3,7,1,17,-23
C[C@@H]1CCCCO[C@@H](CN(C)C(=O)CCC(F)(F)F)[C@@H](C)CN([C@H](C)CO)C(=O)c2cc(N(C)C)ccc2O1,0,6,8,-0.3,-2,x,x,-1,x,x
Cc1ccc(N2C(=O)N(CC(=O)NC(N)=O)C(=O)C2C)cc1 (centres undefined),-3,3,-35,-1.5,-6,1,-7,1,-1,4
COc1ccccc1CN1CCNC(=O)C1CC(=O)NCCCN1CCOCC1 (centres undefined),8,20,1,0.2,0,x,x,-2,x,x
Cc1ccc(C)c(C(=O)CN2C(=O)NC3(CCCCCCC3)C2=O)c1,-2,-3,-5,0.0,-1,-1,5,5,13,-4
CN(C)S(=O)(=O)c1cccc(N=C2SCCN2Cc2ccccc2)c1,9,-1,10,-2.0,-7,3,-9,-3,23,-5
COc1cc2[nH]c(=S)nc(NCCC(C)C)c2cc1OC,16,10,13,0.5,-1,3,-9,-1,21,2
COCC1CCN(C(=O)C2CCC(=O)N(Cc3ccc(Cl)cc3)C2)CC1 (centres undefined),7,0,0,1.2,1,5,-4,-2,24,-1
O=C(c1ccco1)N1CCN(c2ccccc2F)CC1,0,-3,3,0.3,-4,5,6,-2,6,-9
CN(C)CCCNC(=O)C[C@H]1C[C@H](C(=O)N2CCOCC2)[C@@]2(CCC3CCCC3)c3[nH]c4cc(CCC(=O)N(C)C)ccc4c3CCN2C1=O,2,-3,19,-0.5,-6,x,7,-7,x,x
O=C(O)C1CCN(C(=O)c2ccco2)CC1,1,-3,0,0.6,0,0,-4,2,15,4
COc1ccccc1OCC(=O)Nc1ccc(Cl)cc1C(=O)c1ccccc1,4,3,-4,-1.7,-1,1,-10,-3,-10,-8
OC(CNCC(c1ccco1)N1CCCCC1)c1ccccc1 (centres undefined),-6,-27,13,1.0,-9,1,-13,-12,23,1
CSc1ncccc1C(=O)OCC(=O)NC1CCCc2ccccc21 (centres undefined),-3,6,0,-0.6,-10,x,-16,-4,x,-9
O=C(Cn1[nH]c(=O)c2ccccc2c1=O)OCC(=O)c1ccc(F)cc1,-3,-6,0,1.6,3,x,-15,0,x,2
O=C(c1ccc(S(=O)(=O)N2CCCCC2)cc1)N1CCCC(C(F)(F)F)C1 (centres undefined),0,-2,6,-1.5,8,x,1,2,x,1
Cn1c(=O)c2c(nc(CN3CCN(Cc4ccccc4)CC3)n2Cc2ccc(F)cc2)n(C)c1=O,2,12,-4,-0.3,5,2,3,-1,9,-2
CC1(C)CCN2CCC(C)(C)c3c(O)ccc1c32,5,6,i,-4.7,-233,-12,16,-63,9,1
NC(=O)c1cc([N+](=O)[O-])ccc1NCC1CCCCC1,4,13,5,-0.4,-6,x,15,-10,x,-7
COc1ccc(NC(=O)c2cc3ccc(O)cc3o/c2=N\O)cc1,-21,10,15,-5.2,-14,-4,x,0,15,-23
O=C(O)c1nnn(-c2ccc([N+](=O)[O-])cc2)c1-c1ccccc1,-19,-1,5,1.7,u,5,4,-2,14,0
COc1ccc(CN2CCN(C(=O)CCC(=O)Nc3nnc(C4CCCCC4)s3)CC2)cc1F,4,3,4,0.9,-4,6,-5,-1,22,3
Cc1nn(-c2ccccc2)c(Cl)c1C1C(C#N)=C(N)Oc2c1c(=O)oc1ccccc21 (centres undefined),36*,7,7,0.3,-4,0,-3,3,14,-5
Cc1cnc(CN(C)C(=O)C2CCC(=O)N(CCc3ccccc3)C2)[nH]1 (centres undefined),0,3,7,8.9,7,0,-8,8,-15,5
Cc1ccccc1NC(=O)CCc1c(C)nn(-c2ccc(N3CCCCC3)nn2)c1C,3,-2,4,-0.1,-4,7,7,0,-12,-12
CCC1(c2ccc(-c3ccccc3)cc2)C(=O)NC(=O)NC1=O,8,7,-4,-1.8,9,1,-5,-7,-10,-4

# These rows are one share of the data (hit frequency here may not be typical).
